# Bioassay records (PubChem BioAssay)
# Growth percent in the NCI-60 one-dose screen (48 h, 10 µM unless noted): 100 = growth as untreated, 0 = no growth, -100 = all killed.
# SN12C: SN12C renal cancer cells. hit rate 3.8% among 81,000. AID 1794767
# RXF 393: RXF 393 renal cancer cells. hit rate 6.9% among 77,000. AID 1794773
# DU-145: DU-145 prostate cancer | hit rate 4.2% among 81,000
# 786-0: 786-0 renal cancer cells; hit rate 5.1% among 81,000
# UO-31: UO-31 renal cancer; AID 1794768; hit rate 5.2% among 81,000
# A498: A498 renal cancer cells; hit rate 5.4% among 76,000; AID 1794774
# TK-10: TK-10 renal cancer cells; hit rate 3.9% among 81,000; AID 1794769
# CAKI-1: CAKI-1 renal cancer; AID 1794772; hit rate 4.7% among 75,000
# ACHN: ACHN renal cancer | hit rate 4.9% among 81,000
# The depositor's hits bear a star; / = no result given. Rule for the calls: active = growth percent below 10; inactive = the rest.
SMILES,SN12C,RXF 393,DU-145,786-0,UO-31,A498,TK-10,CAKI-1,ACHN
Cc1cc(-c2ccccc2)n(N2NN=NC2c2ccc(C3N=NNN3n3c(-c4ccccc4)cc(C)nc3=S)cc2)c(=S)n1 (stereo not given),96.2,107.0,108.0,104.6,69.5,77.9,121.9,83.2,89.8
CSc1ccc(C2SCC(=O)N2NC(=O)C(O)(c2ccccc2)c2ccccc2)cc1 (stereo not given),97.6,/,102.7,98.9,/,96.2,111.1,104.2,105.5
Clc1ccc(-c2cc(-c3ccc(N4CCOCC4)cc3)n3c(n2)nc2ccccc23)cc1,100.5,96.7,107.2,97.8,91.1,98.1,108.8,91.3,101.7
O=C(Nc1ccc(Cl)cc1)NC1CCCCC1,110.3,105.0,103.9,98.7,88.1,95.9,100.0,/,/
CCCCN(CCCC)CC(O)c1ccc2cc(Cl)c3ccccc3c2c1 (stereo not given),81.1,77.5,98.6,84.5,49.1,/,84.3,/,84.0
COc1cc(-c2nc(-c3ncccn3)nc(N)c2C#N)cc(OC)c1OC,103.1,100.8,104.3,95.0,83.3,77.2,103.0,/,105.5
CC[n+]1cccc(C(N)=O)c1,101.4,109.4,106.1,99.0,89.4,87.7,87.5,91.1,97.8
O=C1Nc2ccc(Cl)cc2C1=O,92.4,96.4,154.2,102.5,68.8,93.3,114.8,83.2,83.8
Cc1cc(NS(=O)(=O)c2ccc(Nc3nc(/C=C/c4ccc(Cl)cc4)nc4ccccc34)cc2)no1,96.6,/,103.4,99.8,91.6,96.7,111.4,68.4,84.2
CCCCc1ccc(-c2nc3c(c(C)nc4c3nnn4-c3ccccc3)c(=O)o2)cc1,106.7,95.3,112.7,105.2,83.0,66.8,114.1,91.1,101.8

# Reprinted from the part before: 4 entries; new compounds follow.
SMILES,SN12C,RXF 393,DU-145,786-0,UO-31,A498,TK-10,CAKI-1,ACHN
CC[n+]1cccc(C(N)=O)c1,101.4,109.4,106.1,99.0,89.4,87.7,87.5,91.1,97.8
O=C1Nc2ccc(Cl)cc2C1=O,92.4,96.4,154.2,102.5,68.8,93.3,114.8,83.2,83.8
Cc1cc(NS(=O)(=O)c2ccc(Nc3nc(/C=C/c4ccc(Cl)cc4)nc4ccccc34)cc2)no1,96.6,/,103.4,99.8,91.6,96.7,111.4,68.4,84.2
CCCCc1ccc(-c2nc3c(c(C)nc4c3nnn4-c3ccccc3)c(=O)o2)cc1,106.7,95.3,112.7,105.2,83.0,66.8,114.1,91.1,101.8
O=C(CCCC(=O)N/N=C/c1ccccc1Cl)N/N=C\c1ccccc1Cl,91.2,101.2,100.6,95.9,73.2,78.8,95.0,97.8,99.5
O=C(CC(=O)c1ccc(O)cc1)c1ccccc1,95.6,121.4,95.4,91.2,91.2,78.6,99.6,107.6,107.5
CN1C(=O)C(C2=NN(c3ccccc3)C(c3ccc(F)cc3)C2)C(=O)N(C)C1=O (stereo not given),105.4,111.8,111.1,103.0,98.8,104.3,145.9,/,108.0
N=C(N)Sc1cccc[n+]1[O-],100.8,22.2,35.5,76.7,36.1,81.7,86.2,79.5,48.6
CCCCCCCCCCCCCCCCSc1ccc(S(=O)(=O)N(C)C)cc1C(=O)O,89.7,116.6,115.1,103.9,71.2,132.4,112.1,94.2,104.1
O=C(Nc1ccc(N=Nc2ccccc2)cc1)c1cccc2ccccc12,78.8,/,85.3,79.4,68.3,/,76.2,70.8,77.5
Nc1nnc(-c2c[nH]c3ncc(Br)cc23)c(-c2c[nH]c3ccc(F)cc23)n1,38.8,40.9,44.0,39.2,42.8,74.0,67.0,42.7,40.8
Nc1ccc(C(=O)O)cc1Br,111.6,121.5,114.8,112.8,89.8,80.6,100.2,93.6,100.0
COC(=O)c1nc(N)nc(C(=O)OC)c1C(=O)c1ccccc1,101.0,106.7,114.5,114.0,89.8,148.1,103.7,97.9,113.2
O=C1c2ccccc2C(=O)c2c1c(C(=O)C(F)(F)F)n1c2ccc2c3ccccc3ccc21,100.3,106.5,108.0,105.7,66.6,146.3,120.6,82.2,95.4
Nc1cccc(S(=O)(=O)Nc2ccccc2)c1,99.5,/,119.1,106.4,71.4,181.1,103.9,81.5,100.7
Nc1[nH]c(=S)ncc1-c1ccc(Cl)c(Cl)c1,118.5,113.1,127.6,114.2,87.0,118.7,117.2,96.2,106.2
COc1cc(C2=NNC(c3ccc(N(C)C)cc3)C2)cc(OC)c1OC (stereo not given),49.3,-31.7*,3.5*,23.0,38.9,-8.2*,59.2,/,50.6
O=C1CC(c2cccc(-c3cccnc3)c2)=Nc2ccc(Br)cc2N1,/,40.2,65.8,1.5*,41.9,-4.3*,-9.3*,49.9,27.5
Cc1[nH]c(C(=O)Nc2ccc(C(=O)NCC(N)=O)cc2OC(C)C)c(Cl)c1Cl,93.2,88.9,96.3,102.4,90.1,87.2,115.8,101.9,96.4
COc1ccc(/C=C2\N=C(c3ccccc3)N(C(=O)c3ccccc3O)NC2=O)cc1,86.6,105.4,110.3,89.8,95.9,73.6,97.7,97.9,102.7
CCCCCCCCCCCc1nc2ccccc2s1,104.4,127.0,105.2,106.8,73.8,120.6,117.7,81.6,102.7
CCOC(=O)c1cnc(SC)[nH]c1=O,108.9,114.6,104.5,101.7,98.6,/,101.8,/,101.1
CC(C)(C)c1cc(/N=C/c2cccnc2)n(-c2ccccc2)n1,107.5,147.9,107.5,103.2,81.4,104.0,133.3,/,95.0
CC(C)(C)c1nn(-c2ccccc2)c2ncc3c(c12)C(=O)N(c1ccccc1)C3=O,98.0,127.3,122.2,103.6,90.9,105.3,118.5,113.3,111.1
Cc1nc2ccccc2n1C,99.2,/,106.2,91.9,89.8,119.2,87.4,95.2,107.0
CC1(C)CC[C@]2(C(=O)Nc3ccc(Br)cc3)CC[C@]3(C)C(=CCC4[C@@]5(C)C[C@@H](O)[C@H](O)[C@@](C)(CO)C5CC[C@]43C)C2C1 (stereo not given in full),/,-64.5*,21.5,-28.2*,21.1,-45.2*,22.5,20.6,17.7
Cc1nn2c(-c3nc4ccccc4[nH]3)c(-c3ccc(F)cc3)nc2s1,106.4,103.7,118.4,104.5,81.4,101.7,115.3,91.7,97.1
O=C(Cc1nc2ccc([N+](=O)[O-])cc2nc1CC(=O)c1cccnc1)c1cccnc1,56.2,20.1,76.5,15.8,/,86.9,75.5,81.5,54.1
O=C(N=Nc1c(O)[nH]c2ccccc12)Nc1ccccc1Cl,86.4,100.9,98.8,96.9,68.1,96.5,107.0,80.5,99.0
CCCCCCCCCCCCCCCC(=O)NCc1ccc(Cl)cc1,98.4,116.5,108.3,100.3,88.4,/,112.8,99.6,103.1
O=C1Nc2ccccc2/C1=C/c1cccn1CCCCn1c2ccccc2c(=O)c2ccccc21,97.9,88.1,94.2,97.0,49.7,109.3,103.7,69.5,76.3
COc1ccc(Cn2c(Br)c3c(c2-c2cc(OC)c(OC)c(OC)c2)CCc2sc(NC(C)=O)nc2-3)cc1,71.9,32.3,66.7,54.1,13.9,21.5,70.6,44.0,53.7
O=C1/C(=C/c2ccc(-c3ccc(Cl)cc3)o2)SC(=S)N1CCc1ccc(O)cc1,63.0,70.0,29.1,60.9,28.5,58.9,51.1,20.4,65.3
Fc1ccc(Nc2nc(Nc3cnc4ccccc4c3)c3[nH]cnc3n2)cc1,91.2,69.8,73.2,42.3,64.3,58.6,103.9,78.4,63.1
CCN(CC)CCCCCNc1cc(OC(C)=O)cc2cccnc12,75.3,70.2,85.5,100.6,66.9,52.6,119.1,84.0,75.0
CCn1cc2c(=O)nc3sc(Cc4ccccc4)c(C)n3c2n1,94.4,106.5,102.2,92.8,91.6,88.1,92.4,91.5,102.5
O=C(CSc1nnc(Cn2c(C(F)(F)F)nc3ccccc32)o1)Nc1ccccc1,102.8,111.0,108.4,103.0,93.6,90.9,93.0,107.8,100.3
O=c1[nH]c(NC2CCCC2)nc2c3c(sc12)CCCC3,98.6,/,107.4,103.6,88.7,101.9,100.9,/,112.8
CCOC(=O)N1C(=O)NC(=O)C1c1ccc(OC)cc1 (stereo not given),88.9,101.4,106.1,94.5,121.3,100.5,102.5,113.9,112.0
CC(=O)c1cc2c(cc1C)C1=C(CCC(C)C1)C2(C)C (stereo not given),101.6,119.4,107.2,92.4,93.0,121.5,117.9,102.9,103.7
Oc1ccccc1-c1nc2ccccc2[nH]1,90.2,94.2,101.6,80.8,70.2,67.0,81.6,63.7,87.6
CCOc1ccc(Cl)cc1N,99.5,113.6,107.2,102.8,85.4,109.8,92.8,91.0,96.1
COc1ccc(-c2nnc(Nc3ccc(C(F)(F)F)cc3)o2)cc1OC,92.8,109.8,87.1,102.3,69.4,99.2,91.1,76.5,69.3
Clc1ccccc1-c1nnc(CCc2nc(-c3ccc(Br)cc3)no2)o1,105.5,116.4,110.5,105.1,85.4,115.6,116.3,94.8,103.3
Cc1cc(C(=O)O)c(C)c(S(=O)(=O)O)c1,107.9,88.9,115.8,93.3,77.2,78.2,124.6,87.6,91.6
CC(=O)NS(=O)(=O)c1ccc(NC(=O)CCC(=O)O)cc1,106.0,103.8,108.9,107.6,92.9,89.7,109.8,96.3,95.5
Cc1sc2nc(N3CCOCC3)[nH]c(=O)c2c1C,99.7,100.1,102.5,104.1,91.8,93.2,97.2,/,103.7
Cc1cc(C)c(O)c(C(=O)CC(Br)C(=O)O)c1 (stereo not given),110.3,118.7,95.3,86.2,77.7,117.1,106.9,/,/
CCCCCCCNc1nc(-c2ccc(C(F)(F)F)cc2)ncc1-c1ccc(C(F)(F)F)cc1,93.7,102.7,110.0,100.9,93.8,102.8,117.5,87.3,104.2
CC(C)[C@H]1CC[C@@](C)(C(=O)O)C1,89.5,144.5,115.0,96.2,91.6,102.8,104.7,110.5,116.1
CCOC(=O)c1ccc(NN=NCCF)cc1,97.5,134.9,95.0,93.9,110.1,79.6,109.4,87.9,101.0
COc1cc2c(cc1OC)C(c1ccc(S(N)(=O)=O)cc1)N(S(N)(=O)=O)CC2 (stereo not given),93.6,105.6,108.4,91.8,84.9,110.0,99.7,99.0,108.6
CCOC(=O)C1=C(C)NC(=O)NC1c1ccc(OCC(=O)N/N=C/c2ccc(Cl)cc2)cc1 (stereo not given),97.0,95.6,105.5,97.6,93.7,/,99.0,99.8,96.8
C/C(=C1/SC(=S)NC1=O)c1ccc(Cl)c(O)c1,102.4,102.0,105.3,95.3,72.9,81.6,115.2,91.8,105.5
# Next part.
SMILES,SN12C,RXF 393,DU-145,786-0,UO-31,A498,TK-10,CAKI-1,ACHN
Nc1ncc(-c2ccc3ncnc(-n4cnc5cc(F)c(F)cc54)c3c2)cn1,67.0,51.2,86.0,80.8,40.3,17.9,70.3,53.4,69.1
Brc1ccc2c(c1)-c1ccccc1C1=NCCN12,-7.6*,-62.6*,-21.1*,-32.7*,-16.6*,-75.7*,-12.5*,-5.8*,-22.2*
CC(=O)OS(=O)(=O)c1ccc(C)cc1,105.1,107.5,110.5,108.5,89.4,97.9,105.0,95.5,107.2
CC(=O)Oc1ccccc1C,101.1,126.1,127.4,100.8,85.4,106.8,99.6,108.6,116.8
Oc1ccc(-c2cc(-c3ccc(-c4cc(-c5ccc(O)cc5)nc(-c5ccc(O)cc5)c4)cc3)cc(-c3ccc(O)cc3)n2)cc1,66.6,104.9,71.2,98.5,77.5,101.9,128.5,114.7,91.9
O=C(NCCNc1nccc(-c2c(-c3cccc(O)c3)nc3sccn23)n1)c1cc(N2CCOCC2)cc(C(F)(F)F)c1,89.8,77.8,110.2,86.6,87.5,92.8,/,82.5,79.4
CC12CCCC(C(C#N)C(N)=O)(C1)NC(=O)C2C#N (stereo not given),103.4,115.3,107.8,99.0,87.7,93.9,115.5,103.5,109.4
O=C(OC1=C(OC(=O)c2ccc(N=Nc3ccccc3)cc2)c2ccccc21)c1ccc(N=Nc2ccccc2)cc1,106.4,98.2,89.7,98.4,76.2,78.5,95.0,102.3,102.2
COC(=O)C(=O)C(Cc1ccccc1)NC(=O)c1[nH]c2ccccc2c(=O)c1C (stereo not given),99.3,100.2,104.1,99.5,91.4,103.8,95.7,101.1,104.6
CC(=O)O.[In],108.6,105.6,112.7,101.2,88.4,111.6,100.3,/,104.2
COc1ccc(-c2nc3ccccn3c2-c2nc3ccc(Cl)cc3[nH]2)cc1,97.3,95.8,107.1,97.6,97.6,91.9,103.2,93.2,86.3
COc1cc(-c2csc(NC(=O)c3ccc(N4CCOCC4)c(C(F)(F)F)c3)n2)cc(OC)c1OC,48.9,62.0,53.4,37.0,15.4,56.7,64.5,36.4,21.6
C1=C(N2CCCC2)CCC1,98.1,93.1,107.5,104.5,73.5,109.5,120.7,79.1,111.5
O=[N+]([O-])c1ccc(-c2ccc(-c3nn4c(-c5ccccc5)nnc4s3)o2)cc1,96.6,100.3,87.0,81.3,63.5,45.8,67.1,78.7,84.0
c1ccc(N2CCN(c3nc(-c4ccccn4)nc4sc5c(c34)CCCCCC5)CC2)cc1,71.1,67.8,78.9,89.3,44.2,61.6,/,54.1,43.9
Clc1ccc(-c2nnc(/N=C/c3ccccc3)o2)cc1,99.7,117.3,103.7,96.1,93.1,92.5,103.2,90.1,105.1
CCCCN(CCCC)Cc1cc(Nc2ccnc3cc(Cl)ccc23)ccc1O,59.1,69.6,81.2,52.8,18.4,62.5,77.7,58.3,56.5
CCN(CC)CCCC(C)Nc1cc(-c2ccc(C(F)(F)F)cc2)c(C#N)c2nc3ccccc3n12 (stereo not given),-30.3*,-75.7*,7.4*,-83.3*,-76.5*,87.5,68.2,52.2,-65.2*

# Some entries already given, limited to DU-145:
structure | DU-145
COc1ccc(-c2nc3ccccn3c2-c2nc3ccc(Cl)cc3[nH]2)cc1 | 107.1
COc1cc(-c2csc(NC(=O)c3ccc(N4CCOCC4)c(C(F)(F)F)c3)n2)cc(OC)c1OC | 53.4
C1=C(N2CCCC2)CCC1 | 107.5
O=[N+]([O-])c1ccc(-c2ccc(-c3nn4c(-c5ccccc5)nnc4s3)o2)cc1 | 87.0
